PMI inhibitors – MPI enzyme activity inhibition – biochemical, fluorescence intensity, coupled assay, primary screen (AID 1209); purified PMI enzyme, coupled fluorescence intensity; higher % means a stronger effect; inhibition, % at 20 µM, or IC50 in µM where a hit was titrated; 190,000 tested, 0.42% active;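 also: plate controls were DMSO vehicle for no effect and wells lacking substrate for full effect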
Myeloid diff MLP – myeloid differentiation induction; 360,000 tested, 1% active; ER-HoxA9 myeloid progenitors, lysozyme-GFP differentiation, flow cytometry; calls only at 10 µM; AID 624256;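 active = normalized GFP-positive differentiation at or above the plate's own cutoff, the solvent-only control mean plus 3 SD; inconclusive = no clear call, values can overlap the other calls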;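 also: cells exposed to compound for four days before flow analysis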
XIAP antagonists – small molecules displacing peptide from XIAP – biochemical, IAP family, fluorescence polarization (AID 1018); XIAP BIR domain, fluorescence polarization peptide displacement; higher % means a stronger effect; displacement, % at 20 µM, or IC50 in µM where a hit was titrated; 200,000 tested, 0.007% active; in the data active = displacement above about 50%; also: a part of the inactive calls stands beside numbers as strong as those of hits
RSV antiviral HEp-2 – inhibition of RSV-induced cytopathic effect – HEp-2 cells, primary 10 µM value included (AID 2391); HEp-2 cells, RSV-induced CPE inhibition; higher % means a stronger effect; CPE inhibition, % at 10 µM, or IC50 in µM where a hit was titrated; 310,000 tested, 0.13% active; in the data active = a potency from the dose series; inconclusive = CPE inhibition mostly from about 23% at the one dose, without a potency; inactive = the rest, 99 in 100 with CPE inhibition below about 21%; also: strong numbers were not always called active
Salmonella PhoP GFP – inhibitors of PhoP regulon expression, primary screen, Salmonella Typhimurium, GFP reporter (AID 1863). S. Typhimurium PhoP-regulated promoter GFP reporter, 4 h; higher % means a stronger effect. one-dose inhibition, % at 50 µM; IC50 in µM for titrated hits. 300,000 tested, 0.16% active;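 active = inhibition over 29.93%, a cutoff 3 SD above the screen mean, later confirmed by dose response; inconclusive = inhibition over 29.93% but no dose response follow-up; inactive = inhibition at most 29.93% or unconfirmed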;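 also: 0% = low Mg2+ inducing control and 100% = high Mg2+ repressing control; strong numbers were not always called active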
human PMI inhibitors – human PMI inhibitors, high substrate, primary screen, biochemical, fluorescence intensity, high mannose 6-phosphate (AID 1220); inhibition, % at 20 µM; hits with a dose series show IC50 in µM; recombinant PMI enzyme, coupled fluorescence intensity; higher % means a stronger effect; 190,000 tested, 0.66% active
SIAH1 antagonists – Siah-1 peptide-binding antagonists, primary screen, biochemical, fluorescence polarization, rhodamine-plectin, uHTS (AID 1817) | Siah-1 / rhodamine-plectin peptide fluorescence polarization; higher % means a stronger effect | displacement, % at 20 µM; hits with a dose series show IC50 in µM | 290,000 tested, 0.02% active;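 active = displacement of at least 50% at 20 µM, with a fluorescence ratio check between 0.3 and a set limit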;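 also: plate controls were Siah plus tracer with DMSO for no effect and tracer alone without Siah for full effect; strong numbers were not always called active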
WT yeast gro inh – growth inhibition of WT yeast, mitochondrial fusion screen. mitochondrial fusion phenotypic screen, WT strain. inhibition, % at 10 µM. 190,000 tested, 2.1% active; in the data active = inhibition above about 58%; tested in S. cerevisiae
TNAP activators – stimulation of alkaline phosphatase TNAP activity – biochemical, luminescent, no phosphate acceptor, uHTS, primary screen (AID 1001); purified TNAP, luminescent activation assay, no phosphate acceptor; higher activation fold means a stronger effect; activation fold at 20 µM; hits with a dose series show EC50 in µM; 200,000 tested, 0.03% active; in the data active = activation fold from about 3, or a potency from the dose series; inactive = the rest, 99 in 100 with activation fold below about 1.6; also: many of its hits are not listed in these tables
WT yeast gro inh mutant strain – recorded beside WT yeast gro inh, whose call it bears; inhibition, %; mitochondrial fusion phenotypic screen, mutant strain inhibition
Myeloid diff MLP GFP+ MAC1+ % – further read-out of Myeloid diff MLP, marked with its call; GFP+ MAC1+ double positive, %; measured here: differentiation confirmed by MAC1 staining
* hit, by the source's call; i = inactive; ? = inconclusive; . = not tested or not shown; + = active, no number. Rule as the data show it, unless noted: active = inhibition above about 50%; inactive = the rest. Hits appear at their usual frequency; about 3.1% have a hit in one of these screens.

SMILES	PMI inhibitors	Myeloid diff MLP	Myeloid diff MLP GFP+ MAC1+ %	XIAP antagonists	RSV antiviral HEp-2	Salmonella PhoP GFP	human PMI inhibitors	SIAH1 antagonists	WT yeast gro inh	WT yeast gro inh mutant strain	TNAP activators
O=C1CC(c2ccccc2)CC(=O)C1Sc1ccc(Cl)cc1 (stereo not given)	-3%	i	0.8	2.7%	0.5%	6%	0%	0%	10	19	1
CCS(=O)(=O)N1Cc2ccccc2CC1C(=O)Nc1nc2c(C)cccc2s1 (stereo not given)	-20%	i	1.8	1.0%	7.5%	3%	-9%	14%	39	15	1.1
C/C(=N\NC(=O)C(N)=O)c1ccc(NC(=O)c2cccs2)cc1	6%	i	0.1	-1.4%	0.3%	5%	0%	9%	-7	0	1
CC(C)N(Cc1cn[nH]c1-c1ccc(-c2ccccc2)cc1)Cc1nccn1C	11%	i	0.2	-3.4%	-1.9%	11%	7%	10%	5	0	1.7
Cc1cccc(C)c1OCC(=O)NC1CC1	.	i	2.8	.	2.2%	2%	.	3%	.	.	.
Cc1ccc(S(=O)(=O)Nc2ccccc2CNc2ccc(Br)cn2)cc1	21%	i	0.8	-4.3%	14%	3%	18%	2%	65*	23*	1
CCOC(=O)C(C)Sc1cc(CS(=O)(=O)c2ccccc2)nc(-c2ccccc2)n1 (stereo not given)	13%	i	0.9	-1.2%	0.6%	-6%	12%	3%	23	12	1.1
Cc1ccc(S(=O)(=O)N2CCOC2CNC(=O)C(=O)NCCc2c[nH]c3ccccc23)cc1 (stereo not given)	17%	i	0.0	-5.5%	4.2%	0%	16%	-2%	-14	-11	1.1
O=C(NCCC1=CCCCC1)C1CCN(C(=O)Nc2ccccc2)CC1	6%	i	1.0	-1.9%	-1.0%	-1%	-1%	0%	-5	0	1.1
CCn1cnc2cc(NS(=O)(=O)c3ccc(OC)c(OC)c3)ccc21	.	i	0.4	.	0.7%	2%	.	-6%	.	.	.
CSc1ccc(C(=S)N2CCN(CCO)CC2)cc1	10%	i	5.6	-3.2%	0.7%	11%	-2%	-3%	-21	-2	1.1
Cn1c(CC(=O)NCCO)c(Sc2ccccc2)c2ccccc21	21%	i	1.6	-8.5%	1.8%	-2%	6%	4%	-15	-17	1.1
CC(NC(=O)c1ccccc1Cl)c1ccc(-n2ccnc2)cc1 (stereo not given)	.	i	0.8	.	1.4%	-2%	.	-7%	.	.	.
CCCC(=O)O[C@]1(C(=O)CO)CC[C@H]2[C@@H]3CCC4=CC(=O)CC[C@]4(C)[C@H]3[C@@H](O)C[C@@]21C	-10%	?	.	-8.1%	-2.7%	0%	-11%	3%	-2	-11	1.1
COc1ccc(N2C(=S)NC3CS(=O)(=O)CC32)cc1 (stereo not given)	.	i	0.3	.	1.6%	-3%	.	-5%	.	.	.
COc1ccc2c(c1)c(C(C)=O)c(C)n2-c1ccccc1	0%	i	5.1	-1.9%	?	14%	-2%	4%	0	-3	1.1
COc1ccc(N2C(=O)CC(N3CCC(O)(c4cccc(C(F)(F)F)c4)CC3)C2=O)cc1 (stereo not given)	-2%	i	0.7	-4.4%	-0.2%	7%	-5%	3%	-1	-11	1.1
COC(=O)CSc1nnc(-c2ccoc2C)n1-c1ccc(C)cc1	-4%	i	1.0	0.6%	0.8%	5%	2%	0%	-3	1	1.1
CC(C)CCc1noc(CN(C)CC2CCN(Cc3ccccc3)CC2)n1	15%	i	1.0	-7.8%	-2.4%	-2%	4%	15%	11	30	1.1
Cc1ccc(-c2c[nH]c(=S)n2-c2ccccc2)cc1	-7%	i	0.5	-4.1%	1.1%	6%	-12%	-1%	9	15	2
Cc1csc2c(NC3CCN(Cc4ccccc4)CC3)ncnc12	.	i	1.0	.	0.8%	9%	.	2%	.	.	.
C/C(=C\c1ccccc1)C(=O)N1CCN(Cc2ccc3c(c2)OCO3)CC1	.	i	0.5	.	17%	0%	.	-4%	.	.	.
CC(C)CCNC(=O)NC(=O)COC(=O)/C=C/c1cccc([N+](=O)[O-])c1	-13%	+	40*	-6.2%	1.5%	-5%	1%	-3%	10	16	1.1
CS(=O)(=O)N(CCc1ccccc1)CC(=O)NCc1ccco1	4%	i	1.5	-2.6%	0.5%	1%	4%	-1%	-7	-3	1.1
Cc1cccc(-n2c(C)c(-c3ccccc3)[nH]c2=S)c1	.	+	1.1*	.	-0.3%	-1%	.	2%	.	.	.
SMILES	PMI inhibitors	Myeloid diff MLP	Myeloid diff MLP GFP+ MAC1+ %	XIAP antagonists	RSV antiviral HEp-2	Salmonella PhoP GFP	human PMI inhibitors	SIAH1 antagonists	WT yeast gro inh	WT yeast gro inh mutant strain	TNAP activators
CCC1(CC)C(=O)NC(=O)NC1=NCCc1c[nH]c2ccccc12	6%	i	0.9	-3.9%	-0.4%	0%	-4%	2%	13	12	1.1
CC(=O)Nc1cc2nn(-c3ccccc3)nc2cc1Cl	0%	i	0.5	-0.8%	1.2%	5%	-2%	0%	11	-4	1
Clc1ccc(OCc2nnnn2-c2ccccc2)cc1	8%	i	0.3	5.3%	6.4%	1%	1%	-3%	0	-9	1.2
CCCCCCCCS(=O)C1CCS(=O)(=O)C1 (stereo not given)	-13%	i	0.8	1.4%	2.6%	-3%	-7%	-4%	-10	-12	1.1
Cc1noc(C)c1CSc1nc2sc(C)c(C)c2c(=O)n1C1CCCC1	13%	i	0.6	-8.0%	4.2%	0%	4%	4%	7	43	1.1
Cc1ccc(C)c(CSC2=NCCN2C(=O)Cc2ccc([N+](=O)[O-])cc2)c1	8%	i	0.5	-4.6%	3.4%	-3%	4%	6%	4	9	1.1
COc1ccccc1C(=O)c1c(C)c(CCC#N)n2ccccc12	.	i	0.4	.	5.7%	-3%	.	4%	.	.	.
C/C(=N/NC(=O)CNC(=O)c1cccnc1)c1ccc(Cl)cc1	.	i	0.7	.	3.3%	-1%	.	7%	.	.	.
COc1ccc(C2C(C(=O)N3CCCC3)CC(=O)N2c2ccc(OC)cc2)cc1 (stereo not given)	2%	i	0.9	-0.7%	1.2%	-5%	2%	-1%	-3	13	1.1
CC(NC(=O)COC(=O)COc1cccc2c1OC(C)(C)C2)c1ccccc1 (stereo not given)	.	i	8.3	.	0.6%	0%	.	1%	.	.	.
COC(=O)CN1C(=O)N/C(=C/c2ccc(OC)c(C)c2OC)C1=O	-21%	i	0.2	1.7%	0.8%	-7%	-12%	2%	-8	-21	1.1
COc1ccccc1NC(=O)CNC(=O)c1ccc([N+](=O)[O-])cc1	-6%	i	0.5	-5.6%	1.2%	-2%	-4%	1%	20	15	1
COc1ccc(C(=O)NCC2CCCO2)cc1S(=O)(=O)N1CCCc2ccccc21 (stereo not given)	11%	i	0.3	-11%	-1.3%	-4%	8%	7%	-10	-7	1.1
Cc1occc1C(=O)NNC(=O)c1cccc(F)c1	-9%	i	0.0	-5.9%	0.1%	3%	-6%	1%	-15	0	1.1
O=C(CSC1=Nc2ccccc2C2=NC(c3ccccc3)C(=O)N12)NCC1CCCO1 (stereo not given)	-17%	i	0.5	-1.9%	1.6%	3%	-27%	1%	-1	-4	1.1
O=C(NC(=S)NCCc1ccccc1)c1ccco1	-9%	i	0.3	-2.0%	1.9%	14%	-2%	1%	9	10	0.9
CCOCCCNS(=O)(=O)c1ccc(NC(=O)c2ccccc2)cc1	9%	i	7.0	-14%	9.9%	12%	2%	2%	-9	-6	1.1
Cc1ccc2c(COC(=O)c3c(C)noc3C)cc(=O)oc2c1	-2%	i	0.9	-2.9%	3.1%	6%	-8%	6%	-6	-25	1.1
Cc1cccc(NC(=O)CCN2CC(C)OC(C)C2)c1 (stereo not given)	8%	i	8.1	-5.1%	3.6%	7%	9%	0%	-2	17	1
COc1ccc(C)cc1NC(=O)CC(NC(C)=O)c1ccccc1 (stereo not given)	-20%	i	0.4	-5.0%	0.2%	9%	-9%	-5%	10	-10	1.1
COc1ccc(NC(=O)C2CCCN2S(=O)(=O)c2ccc3c(c2)CCC(=O)N3)c(OC)c1 (stereo not given)	0%	i	3.4	-4.0%	-0.7%	10%	4%	1%	-14	-3	1
CCOc1cc(C(=O)Nc2ncccn2)cc(OCC)c1OCC	20%	i	0.7	-6.8%	0.9%	2%	13%	-1%	-2	-4	1.1
COC(=O)C1C(=O)NC(SC)=C(C#N)C1c1ccccc1F (stereo not given)	-10%	i	5.8	0.6%	0.7%	-10%	-4%	-8%	-7	10	1.1
COc1ccc(NC(=O)C2C3C=CC4(O3)C2C(=O)N(CCCN2CCCC(C)C2)C4C(=O)NC2CCCCC2)cc1 (stereo not given)	.	i	0.1	.	0.8%	-4%	.	3%	.	.	.
COc1ccc(C2/C(=C(\O)c3ccc4c(c3)OCCO4)C(=O)C(=O)N2Cc2cccnc2)cc1 (stereo not given)	.	i	0.2	.	1.0%	-5%	.	-6%	.	.	.
CCc1cc2c(N[C@@H](Cc3ccccc3)C(=O)O)ncnc2s1	.	i	0.8	.	0.9%	-6%	.	0%	.	.	.
COCCNC(=O)CN1C(=O)CSc2ccc(S(=O)(=O)N3CCOCC3)cc21	.	i	0.8	.	0.7%	4%	.	-3%	.	.	.

Shown with two lines to a compound: part of the list above.
Order of results: PMI inhibitors | Myeloid diff MLP | Myeloid diff MLP GFP+ MAC1+ % | XIAP antagonists | RSV antiviral HEp-2 | Salmonella PhoP GFP | human PMI inhibitors | SIAH1 antagonists | WT yeast gro inh | WT yeast gro inh mutant strain | TNAP activators
O=C1CC(c2ccccc2)CC(=O)C1Sc1ccc(Cl)cc1 (stereo not given)
    -3% | i | 0.8 | 2.7% | 0.5% | 6% | 0% | 0% | 10 | 19 | 1
CCS(=O)(=O)N1Cc2ccccc2CC1C(=O)Nc1nc2c(C)cccc2s1 (stereo not given)
    -20% | i | 1.8 | 1.0% | 7.5% | 3% | -9% | 14% | 39 | 15 | 1.1
C/C(=N\NC(=O)C(N)=O)c1ccc(NC(=O)c2cccs2)cc1
    6% | i | 0.1 | -1.4% | 0.3% | 5% | 0% | 9% | -7 | 0 | 1
CC(C)N(Cc1cn[nH]c1-c1ccc(-c2ccccc2)cc1)Cc1nccn1C
    11% | i | 0.2 | -3.4% | -1.9% | 11% | 7% | 10% | 5 | 0 | 1.7
Cc1cccc(C)c1OCC(=O)NC1CC1
    . | i | 2.8 | . | 2.2% | 2% | . | 3% | . | . | .
Cc1ccc(S(=O)(=O)Nc2ccccc2CNc2ccc(Br)cn2)cc1
    21% | i | 0.8 | -4.3% | 14% | 3% | 18% | 2% | 65* | 23* | 1
CCOC(=O)C(C)Sc1cc(CS(=O)(=O)c2ccccc2)nc(-c2ccccc2)n1 (stereo not given)
    13% | i | 0.9 | -1.2% | 0.6% | -6% | 12% | 3% | 23 | 12 | 1.1
Cc1ccc(S(=O)(=O)N2CCOC2CNC(=O)C(=O)NCCc2c[nH]c3ccccc23)cc1 (stereo not given)
    17% | i | 0.0 | -5.5% | 4.2% | 0% | 16% | -2% | -14 | -11 | 1.1
O=C(NCCC1=CCCCC1)C1CCN(C(=O)Nc2ccccc2)CC1
    6% | i | 1.0 | -1.9% | -1.0% | -1% | -1% | 0% | -5 | 0 | 1.1
CCn1cnc2cc(NS(=O)(=O)c3ccc(OC)c(OC)c3)ccc21
    . | i | 0.4 | . | 0.7% | 2% | . | -6% | . | . | .
